USP30 block – inhibitors of human USP30 deubiquitinase; Ubiquitin carboxyl-terminal hydrolase 30 (Homo sapiens), Q70CQ3; purified USP30, Ub-rhodamine cleavage fluorescence; inhibition, % at 25 µM; 5.3% of 47,000 active
Target sequence (Q70CQ3 whole entry, looked up): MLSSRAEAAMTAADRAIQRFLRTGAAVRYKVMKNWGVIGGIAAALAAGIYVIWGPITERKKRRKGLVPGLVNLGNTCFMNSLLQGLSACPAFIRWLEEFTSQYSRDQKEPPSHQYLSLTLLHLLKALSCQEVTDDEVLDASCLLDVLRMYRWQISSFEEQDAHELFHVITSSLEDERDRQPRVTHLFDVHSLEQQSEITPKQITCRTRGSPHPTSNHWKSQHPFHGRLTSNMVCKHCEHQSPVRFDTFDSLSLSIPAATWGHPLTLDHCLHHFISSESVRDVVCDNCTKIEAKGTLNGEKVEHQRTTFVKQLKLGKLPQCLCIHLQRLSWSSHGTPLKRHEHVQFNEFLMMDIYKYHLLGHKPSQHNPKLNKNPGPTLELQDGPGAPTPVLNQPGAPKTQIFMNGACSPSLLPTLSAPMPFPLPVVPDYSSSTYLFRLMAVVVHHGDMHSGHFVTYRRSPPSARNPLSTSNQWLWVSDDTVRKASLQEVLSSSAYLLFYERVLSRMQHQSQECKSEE
UCHL1 block – inhibitors of human UCHL1 deubiquitinase; purified UCHL1, Ub-rhodamine cleavage fluorescence; inhibition, % at 20 µM; 0.2% of 47,000 active
USP7 block – inhibitors of human USP7 deubiquitinase. 0.3% of 47,000 active. Ubiquitin carboxyl-terminal hydrolase 7 (Homo sapiens), Q93009. inhibition, % at 20 µM. purified USP7, Ub-rhodamine cleavage fluorescence
USP10 inh – inhibitors of human USP10 deubiquitinase. Ubiquitin carboxyl-terminal hydrolase 10 (Homo sapiens), Q14694. purified USP10, Ub-rhodamine fluorescence, 60 min. 1.1% of 47,000 active. AID 1645856, 2021. inhibition, % at 20 µM
OTUD3 inh – inhibitors of human OTUD3 deubiquitinase; AID 1645858, 2021; purified OTUD3, Ub-rhodamine fluorescence, 2 h; inhibition, % at 25 µM; 0.7% of 47,000 active
USP8 block – inhibitors of human USP8 deubiquitinase; Ubiquitin carboxyl-terminal hydrolase 8 (Homo sapiens), P40818; purified USP8, Ub-rhodamine cleavage fluorescence, 30 min; inhibition, % at 20 µM; 4.2% of 47,000 active
USP28 inh – inhibitors of human USP28 deubiquitinase. purified USP28, Ub-rhodamine cleavage fluorescence, 30 min. 3% of 47,000 active. AID 1645857, 2021. inhibition, % at 25 µM. Ubiquitin carboxyl-terminal hydrolase 28 (Homo sapiens), Q96RU2
USP17 block – inhibitors of human USP17 deubiquitinase. Ubiquitin carboxyl-terminal hydrolase 17-like protein 5 (Homo sapiens), A8MUK1. purified USP17, Ub-rhodamine cleavage fluorescence, 3 h. inhibition, % at 50 µM. 6.5% of 47,000 active
Target sequence (A8MUK1 whole entry, looked up): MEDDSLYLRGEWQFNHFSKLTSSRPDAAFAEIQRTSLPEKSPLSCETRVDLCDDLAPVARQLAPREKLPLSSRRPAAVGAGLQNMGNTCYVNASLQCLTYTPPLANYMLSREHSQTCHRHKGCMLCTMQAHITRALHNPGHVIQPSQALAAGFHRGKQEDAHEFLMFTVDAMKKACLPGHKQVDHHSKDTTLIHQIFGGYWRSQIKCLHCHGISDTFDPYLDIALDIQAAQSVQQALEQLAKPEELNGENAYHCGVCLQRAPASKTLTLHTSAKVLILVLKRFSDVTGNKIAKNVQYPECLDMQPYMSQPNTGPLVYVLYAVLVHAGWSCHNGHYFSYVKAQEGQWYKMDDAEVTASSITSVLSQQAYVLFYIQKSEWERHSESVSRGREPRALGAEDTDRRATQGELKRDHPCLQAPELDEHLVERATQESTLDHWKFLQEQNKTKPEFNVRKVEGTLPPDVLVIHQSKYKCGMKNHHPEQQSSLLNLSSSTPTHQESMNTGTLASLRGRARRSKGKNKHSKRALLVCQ
* hit, by the source's call; i = inactive; . = no result given. No stated cut-off is given here; in the data, active means inhibition above about 30%; inactive means the rest.

SMILES	USP30 block	UCHL1 block	USP7 block	USP10 inh	OTUD3 inh	USP8 block	USP28 inh	USP17 block
Cc1ccc(C2c3c(-c4ccccc4O)n[nH]c3C(=O)N2Cc2ccco2)cc1 (stereo unspecified)	45.8*	10.6	15.6	29.3	-3.2	57.7*	65.1*	43.7*
O=C(NC1CC1)N1CC[C@@H]2[C@H](C1)CN2C(=O)c1cccc(C(F)(F)F)c1	7.6	0.0	4.0	0.0	5.2	1.7	5.6	6.9
Fc1ccc(C(c2nnnn2CCc2ccccc2)N2CCN(c3ccccc3)CC2)cc1 (stereo unspecified)	-5.9	2.9	4.8	10.3	-1.9	-5.2	4.8	-12.4
CC(=O)c1cccc(NC(=O)C(C)OC(=O)c2cc3ccccc3[nH]2)c1 (stereo unspecified)	44.5*	1.0	8.6	19.4	33.1*	19.5	35.9*	59.9*
CC(=O)N1CCc2cc(Br)cc(S(=O)(=O)Nc3cc(C)cc(C)c3)c21	-2.0	-1.3	-1.8	5.5	-12.9	-30.7	-8.5	46.5*
CSc1ccc(C(=O)Nc2nc(-c3ccncc3)cs2)cc1	5.2	2.8	14.3	1.2	-4.9	43.8*	6.8	23.8
Cc1cc(C)n(CC2CN(CC(=O)NC3CCCCC3)CCO2)n1 (stereo unspecified)	-28.0	-3.5	-4.1	-4.0	-9.9	-14.9	-9.7	-11.2
CN1CCCCC(C2CCN(C(=O)Cn3nnc4ccccc43)CC2)C1=O (stereo unspecified)	2.4	0.7	0.0	1.1	-0.8	11.6	-12.2	-4.1
Cc1nc(-c2ccc(C(=O)NCc3ccc4c(c3)OCO4)cc2)cs1	46.2*	3.3	7.5	3.4	10.5	7.0	16.2	29.5
O=C1CC(c2ccc(F)cc2)Cc2nc(NCC3CCCO3)ncc21 (stereo unspecified)	15.6	0.9	-51.1	2.2	-2.7	-24.3	-4.7	2.7
Cc1ccc(S(=O)(=O)N2CCN(S(=O)(=O)N3CCCCCC3)CC2)cc1	39.7*	2.1	5.8	17.9	8.3	31.0*	3.6	21.0
COc1ccc(CC(=O)N2CCCCC2c2ccc3c(=O)n(C)c(=O)n(C)c3n2)cc1 (stereo unspecified)	22.9	1.1	0.1	1.4	14.8	20.5	10.1	23.2
CN1CCC(CNC(=O)Nc2ccccc2F)C1 (stereo unspecified)	-8.9	-1.6	-1.1	-0.4	-7.2	-3.2	-3.5	-4.4
COc1ccccc1NS(=O)(=O)c1ccc(C)c(C(=O)OCC(=O)N(CCc2ccccc2)Cc2ccccc2)c1	10.1	5.1	14.3	8.3	13.4	-52.3	12.8	-0.6
Cc1ccc2c(c1)N=C(c1ccc(F)cc1)CO2	-2.0	-0.1	-0.9	0.1	-17.2	-43.4	0.0	18.0
COc1ccc(-c2ocnc2C(=O)Nc2cc(F)ccc2F)cc1	-1.2	0.6	0.5	2.0	-2.6	10.4	-0.5	5.2
Cc1cccc(CNC(=O)c2noc(C)c2CN2CCOCC2)c1	9.2	-1.1	-2.8	-0.2	-1.5	2.5	-7.4	0.8
Cc1[nH]c(C)c(S(=O)(=O)Nc2cccc(F)c2)c1C(=O)N1CCCC1	6.4	-1.0	-87.7	0.9	4.7	4.8	1.8	4.5
NS(=O)(=O)c1cccc(NC(=O)COc2ccc(F)cc2Cl)c1	-265.9	-27.3	-24.7	-4.2	-60.2	-17.9	-78.3	-94.8
CC(O)CN1CC(O)=C(c2nc(-c3ccccc3)cs2)C1=N (stereo unspecified)	-13.5	2.2	0.7	-2.1	-3.3	2.9	-6.8	3.0
O=C(Nc1ccccc1)N1CCCN(c2ccc(C(F)(F)F)cn2)CC1	-8.4	-0.2	-29.8	1.9	-7.2	-1.4	-7.8	-10.7
CCN1CC2(CC1=O)CN(C(C)=O)CCN(C(=O)NCc1cccc(OC)c1)C2 (stereo unspecified)	5.3	-2.1	-0.5	-2.2	1.5	-14.1	0.2	4.3
Cc1cc(=O)oc2cc(NC(=O)c3ccc(-n4cnnn4)cc3)ccc12	27.2	-0.1	3.9	-1.8	11.4	36.0*	2.8	43.6*
O=[N+]([O-])c1ccc(Oc2ccc3nnc(-c4ccccc4Cl)n3n2)cc1	-4.5	-2.0	-10.1	0.0	-6.4	-153.8	-4.0	-17.5
COc1cccc(C2c3[nH]c4ccccc4c3C[C@H]3C(=O)N(c4ccc(C(=O)NCCc5ccccc5F)cc4)C(=O)N23)c1 (stereo partly specified)	-415.4	-70.4	-61.4	-10.8	-86.8	-97.0	-99.8	-46.1

The list continues.
SMILES	USP30 block	UCHL1 block	USP7 block	USP10 inh	OTUD3 inh	USP8 block	USP28 inh	USP17 block
O=C(CSc1nc2ccccc2[nH]1)N1CCN(S(=O)(=O)/C=C/c2ccccc2)CC1	31.1*	2.3	3.3	9.9	13.0	22.8	13.1	36.0*
O=C(Cn1cc(-c2ccc(F)cc2)oc1=O)N1CCN(c2ccccc2)CC1	-12.5	0.0	2.7	-1.7	-5.8	17.3	0.1	1.8
Cc1nn(-c2ccc3nncn3n2)c2c1C(c1cc(F)cc(F)c1)CC(=O)N2 (stereo unspecified)	25.4	1.8	5.3	0.0	8.1	1.1	2.3	9.5
CCc1ccc(C(=O)N2CC(C(=O)N3CCOCC3)Oc3ccccc32)cc1 (stereo unspecified)	-26.7	0.8	-2.8	-4.6	2.4	-13.4	-2.0	5.8
COc1cc(Cc2nc3ccc(S(=O)(=O)N4CCOCC4)cc3[nH]2)cc(OC)c1OC	-19.8	-2.5	-2.9	-1.1	-3.7	-45.4	-11.5	-20.0
Cc1cccc(C2CCCN2C(=O)c2cnn3cc(Br)cnc23)c1 (stereo unspecified)	8.1	-0.1	-5.8	0.0	6.2	3.4	7.6	-2.6
CCN1C(=O)c2c(C(=O)NCc3ccccn3)ncn2CC1(C)C(=O)NC1CCCC1 (stereo unspecified)	2.5	-1.7	1.0	2.5	-0.1	-16.7	-1.2	-6.5
O=C(C1CCN(Cc2ccccn2)CC1)N1CCc2ccccc2C1	-0.4	0.9	1.8	-0.5	6.6	12.3	7.0	11.4
CCSc1ncc2c(=O)n(CC(=O)N(C)C3CCCCC3)cnc2n1	-15.8	2.8	4.3	-2.5	0.0	11.3	-19.9	5.0
O=C(NCc1ccc2c(c1)OCO2)NC12CC3CC(CC(C3)C1)C2	24.3	3.9	7.0	8.1	8.5	9.5	15.4	7.8
COc1cccc(NC(=O)NCCc2c(C)nn(C)c2C)c1	0.1	-4.1	1.9	4.6	0.1	7.2	20.9	-3.5
CN1C(=O)c2cccnc2Sc2cc(NC(=O)COc3ccc(F)c(F)c3)ccc21	-149.1	-4.4	-6.2	-9.4	-56.5	4.0	1.0	-108.4
Cc1nc(NCc2ccc3c(c2)OCO3)ncc1C(=O)N1CCN(c2ccccn2)CC1	-27.9	-5.0	3.0	-4.7	-6.3	-9.8	-12.6	-19.6
CCc1c(C)c(C#N)c2nc3ccccc3n2c1N1CCN(C2CCCC2)CC1	23.1	-2.9	6.7	0.0	1.7	7.4	11.9	61.9*
Cc1cccc(OCC2=NN3C(=N)/C(=C\c4cc(C)n(-c5cc(C)cc(C)c5)c4C)C(=O)N=C3S2)c1	i	-44.2	-6.7	-5.5	-163.3	-110.5	-192.3	-132.7
O=C(CN1CCCCC1)N1CCC(c2cc(=O)n3c(n2)CCCCC3)C1 (stereo unspecified)	.	-6.5	-6.1	-5.3	-6.5	-23.8	.	-27.5
Cc1nc(C2CN(CC(=O)N(C)C3(C#N)CCCCC3)CCO2)n[nH]1 (stereo unspecified)	-39.1	-1.1	-0.8	-8.4	-9.5	-6.0	-6.1	.
CCN1CCN(C(=O)c2nc(-c3cnccn3)no2)CC1	-5.5	-5.5	-0.2	-1.4	2.6	-31.5	-1.7	-0.4
COC(=O)c1ccc(C(=O)Nc2ccccc2-c2nc3ccccc3[nH]2)cc1	-9.0	0.8	15.8	14.9	-10.2	2.1	-9.3	0.4
CC(C)=CCC/C(C)=C/CC/C(C)=C/Cc1c(C)[nH]c2ccccc2c1=O	-0.5	0.9	6.0	2.0	8.0	1.9	6.9	8.4
O=C(Oc1ccc(-c2ccccc2)c(F)c1)c1cccc(Cl)c1Cl	23.4	0.5	-9.2	6.3	-0.8	13.2	-1.6	23.5
O=C(Cn1c(=O)c2sccc2n(Cc2ccc([N+](=O)[O-])cc2)c1=O)NCCc1ccccc1	50.1*	4.7	7.4	38.5*	24.4	10.9	16.2	26.4
COc1cccc(-c2c(NC(=O)C3CCCCC3)n(C)c3ccccc3c2=O)c1	18.2	0.7	0.5	0.5	12.4	9.9	10.6	16.6
COc1ccc(C(=O)Nc2ccc3c(c2)C(=O)N(C)c2ccccc2O3)cc1	3.8	4.5	6.1	5.1	0.3	8.3	70.6*	6.5
O=C(Cc1cccc2ccccc12)Nc1nc2c(s1)CCc1ccccc1-2	0.0	4.4	1.9	9.0	-6.9	14.8	5.2	11.5

Another view of 8 compounds above.
| Molecule | USP30 block | UCHL1 block | USP7 block | USP10 inh | OTUD3 inh | USP8 block | USP28 inh | USP17 block |
| --- | --- | --- | --- | --- | --- | --- | --- | --- |
| Cc1cccc(OCC2=NN3C(=N)/C(=C\c4cc(C)n(-c5cc(C)cc(C)c5)c4C)C(=O)N=C3S2)c1 | i | -44.2 | -6.7 | -5.5 | -163.3 | -110.5 | -192.3 | -132.7 |
| O=C(CN1CCCCC1)N1CCC(c2cc(=O)n3c(n2)CCCCC3)C1 (stereo unspecified) | . | -6.5 | -6.1 | -5.3 | -6.5 | -23.8 | . | -27.5 |
| Cc1nc(C2CN(CC(=O)N(C)C3(C#N)CCCCC3)CCO2)n[nH]1 (stereo unspecified) | -39.1 | -1.1 | -0.8 | -8.4 | -9.5 | -6.0 | -6.1 | . |
| CCN1CCN(C(=O)c2nc(-c3cnccn3)no2)CC1 | -5.5 | -5.5 | -0.2 | -1.4 | 2.6 | -31.5 | -1.7 | -0.4 |
| COC(=O)c1ccc(C(=O)Nc2ccccc2-c2nc3ccccc3[nH]2)cc1 | -9.0 | 0.8 | 15.8 | 14.9 | -10.2 | 2.1 | -9.3 | 0.4 |
| CC(C)=CCC/C(C)=C/CC/C(C)=C/Cc1c(C)[nH]c2ccccc2c1=O | -0.5 | 0.9 | 6.0 | 2.0 | 8.0 | 1.9 | 6.9 | 8.4 |
| O=C(Oc1ccc(-c2ccccc2)c(F)c1)c1cccc(Cl)c1Cl | 23.4 | 0.5 | -9.2 | 6.3 | -0.8 | 13.2 | -1.6 | 23.5 |
| O=C(Cn1c(=O)c2sccc2n(Cc2ccc([N+](=O)[O-])cc2)c1=O)NCCc1ccccc1 | 50.1* | 4.7 | 7.4 | 38.5* | 24.4 | 10.9 | 16.2 | 26.4 |

Next results follow.
SMILES	USP30 block	UCHL1 block	USP7 block	USP10 inh	OTUD3 inh	USP8 block	USP28 inh	USP17 block
COc1ccc(C(C(=O)NC(C)(C)C)N(C(=O)Cn2nnc(-c3ccc(C)cc3)n2)c2cccc(O)c2)cc1 (stereo unspecified)	i	-38.9	-32.3	-0.2	-125.8	-57.5	-144.1	-159.6
Cn1c(NC(=O)c2cc(Cl)ccc2Cl)cc(=O)n(C)c1=O	-24.9	-0.6	0.6	-0.8	-0.4	2.5	-7.5	-4.7
CC1CC1c1nnc(C2(c3ccccc3)CCOCC2)o1 (stereo unspecified)	-11.3	-3.5	-7.5	-1.0	-8.6	-10.4	-12.7	-15.3
Clc1ccccc1-c1nnc2n1-c1ccccc1SC2	12.2	-1.8	2.0	2.0	-1.2	-15.7	0.1	0.0
COC(=O)C(Cc1c[nH]c2ccccc12)N1CCS(=O)(=O)CC1 (stereo unspecified)	10.8	1.3	1.5	-1.4	10.3	3.7	5.2	7.9
O=C(c1ccn[nH]1)N1CCCC(c2nccnc2Oc2ccccc2)C1 (stereo unspecified)	19.4	1.9	4.5	-0.8	9.7	11.5	9.9	7.5
CC(=O)N[C@@]12CN(C)CC[C@@H]1CN(C(=O)c1ccc3c(c1)OCCO3)C2	-0.5	-0.1	3.7	-1.3	-1.4	-0.4	0.8	1.0
CC(C)CC(=O)Nc1ccc(Oc2ccc3ccc(Oc4ccc(NC(=O)CC(C)C)cc4)cc3c2)cc1	1.2	-2.2	1.2	0.0	3.3	4.7	-4.0	7.9
COc1ccc(CN(C(=O)COc2ccc(Cl)cc2C)C2CCS(=O)(=O)C2)cc1OC (stereo unspecified)	0.0	1.1	-8.6	0.2	-1.5	5.9	-5.1	-1.9
O=C(Oc1ccc2oc3ccccc3c2c1)c1ccc2c(=O)n3c(nc2c1)CCCCC3	-14.7	1.9	3.1	1.4	-3.9	-7.8	-5.8	-1.9
CCCCCC[C@@H](C)[C@H]1CC(=O)N[C@H](Cc2ccccc2)C(=O)N[C@H](C)C(=O)N[C@@H](CC(C)C)C(=O)O1	13.6	-1.1	3.4	3.0	0.0	-1.5	-4.6	12.8
N#Cc1cccc(C(=O)NCc2cnn3ccccc23)c1	1.3	1.6	0.4	-0.2	1.1	1.1	4.1	-6.0
CC1=CC(=O)OCC1	-17.7	-2.5	2.3	-3.8	1.0	-23.8	-7.3	-28.4
